CHRM4 antagonist – blocks acetylcholine activation of human M4 receptor; CHO-hM4 cells, ACh EC80, Fluo-8 calcium fluorescence; AID 624125; P08173; inhibition, % at 3 µM; 360,000 compounds, 0.73% hits;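 active means inhibition above its plate's cutoff, the mean inhibition of sample wells plus 3 SD, cut at about 27% in these data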;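 further: 0% = acetylcholine EC80 with DMSO and 100% = DMSO without agonist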
CHRM4 agonist – CHRM4 agonism in calcium assay. AID 624127. CHO-K1 hM4/Gqi5, Fluo-8 calcium fluorescence; vehicle 0%, full acetylcholine response 100%. P08173. 360,000 compounds, 0.14% hits. activation, % at 3 µM;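 active means activation above the run mean over all test wells plus 3 SD, cut at about 32% in these data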;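 further: peak over basal fluorescence ratio per well then scaled between controls; 0% = DMSO wells and 100% = acetylcholine at EC100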
M5 antag – blocks acetylcholine activation of human M5 receptor; CHO-hM5 cells, Fluo-8 calcium fluorescence, ACh EC80; inhibition, % at 3 µM; 360,000 compounds, 0.59% hits;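 active means inhibition above a per-plate cutoff, the mean of that plate's test compounds plus 3 SD, cut at about 27% in these data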;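 further: 0% = acetylcholine EC80 with DMSO and 100% = DMSO without agonist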
Target sequence (P08912 whole entry, looked up): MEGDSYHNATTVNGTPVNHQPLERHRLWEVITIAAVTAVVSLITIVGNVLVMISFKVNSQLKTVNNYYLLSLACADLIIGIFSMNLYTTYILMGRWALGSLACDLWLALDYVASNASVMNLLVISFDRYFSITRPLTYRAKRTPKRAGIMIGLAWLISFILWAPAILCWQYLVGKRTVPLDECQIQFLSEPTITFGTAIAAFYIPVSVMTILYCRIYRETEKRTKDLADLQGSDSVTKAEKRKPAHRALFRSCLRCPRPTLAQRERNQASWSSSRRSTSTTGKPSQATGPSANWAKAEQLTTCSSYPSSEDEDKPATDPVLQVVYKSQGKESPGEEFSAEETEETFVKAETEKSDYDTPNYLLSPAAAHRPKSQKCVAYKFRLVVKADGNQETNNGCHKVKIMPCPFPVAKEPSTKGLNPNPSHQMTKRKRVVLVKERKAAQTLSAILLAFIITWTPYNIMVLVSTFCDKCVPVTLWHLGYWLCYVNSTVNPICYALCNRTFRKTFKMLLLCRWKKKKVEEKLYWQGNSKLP
M1 PAM parental – nonselective activator or artifact in parental CHO-K1 calcium assay; activation, % at 3 µM; 360,000 compounds, 0.02% hits; ATP EC20, Fluo-8 calcium fluorescence; 0% at ATP EC20, 100% at ATP max;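 active means activation above the run cutoff, the mean activation of all test compounds plus 3 SD, cut at about 40% in these data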;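 further: peak over basal fluorescence ratio in a 140 s read after ATP addition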
M5 PAM – positive allosteric modulators of human muscarinic M5 receptor. activation, % at 3 µM. CHO-K1 hM5, Fluo-8 calcium, ACh EC20 PAM; 0% = ACh EC20, 100% = ACh EC100. P08912. 360,000 compounds, 0.3% hits;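 active means activation above the run cutoff, the mean activation of all test compounds plus 3 SD, cut at about 18% in these data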
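System – CHO-K1 hM5 cells · Compound – 3 µM, single dose · Incubation – compound preincubation 140 s before EC20 acetylcholine addition · Technique – Fluo-8 calcium fluorescence · Measure – Max/basal fluorescence ratio as % of EC20–EC100 ACh window · Benchmarks – low control EC20 acetylcholine (0%), high control EC100 acetylcholine (100%) · Replication – singlicate, one well per test compound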
CHO-K1 Ca antag – nonselective inhibitor or artifact in parental CHO-K1 cells; inhibition, % at 3 µM; ATP-induced calcium, Fluo-8 fluorescence; 360,000 compounds, 0.6% hits;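 active means inhibition above a per-plate cutoff, the plate's mean sample inhibition plus 3 SD, cut at about 24% in these data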;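 further: 0% = DMSO plus EC80 ATP and 100% = DMSO alone without ATP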
CHO-K1 Ca ag – nonselective activator or artifact in parental CHO-K1 cells. Fluo-8 calcium fluorescence; scaled to maximal ATP response, vehicle zero. activation, % at 3 µM. 360,000 compounds, 0.48% hits; in the data active means activation above about 15%;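 further: untransfected CHO-K1 host cells lacking M1 receptor as counterscreen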
M5 ag – agonists of human muscarinic M5 receptor (CHRM5). CHO-K1 hM5 cells, Fluo-8 calcium fluorescence; 0% DMSO wells, 100% maximal acetylcholine response. activation, % at 3 µM. 360,000 compounds, 0.19% hits;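 active means activation above the run's mean over test compounds plus 3 SD, cut at about 23% in these data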;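 further: signal is peak over basal fluorescence ratio across the kinetic read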
CHRM4 PAM – CHRM4 positive allosteric modulation | CHO-K1 hM4/Gqi5, Fluo-8 calcium fluorescence, ACh EC20; 0% = ACh EC20, 100% = maximal ACh | activation, % at 3 µM | AID 624126 | 360,000 compounds, 0.4% hits | P08173;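 active means activation above its plate's cutoff, the mean activation of sample wells plus 3 SD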; further: some results filed as inactive read as strong as hits
The depositor's hits bear a star.

Structure	CHRM4 antagonist	CHRM4 agonist	M5 antag	M1 PAM parental	M5 PAM	CHO-K1 Ca antag	CHO-K1 Ca ag	M5 ag	CHRM4 PAM
COc1ccccc1OCCNC(=O)c1cc(C2CC2)nc2c1cnn2C(C)C	-13	4	-2	2	-5	-16	0.8	-5	10
O=C(CNc1cccc2ccccc12)N/N=C/c1ccc(OC(=O)/C=C/c2ccco2)cc1	7	0	0	-12	-3	15	-0.5	-4	-4
COc1ccc(NC(=O)c2cccc(N3C(=O)NC4CC3(C)Oc3ccccc34)c2)cc1 (stereo unspecified)	-9	6	7	11	-9	-4	1.8	0	7
O=C1c2cc([N+](=O)[O-])cc3cc([N+](=O)[O-])cc(c23)C(=O)N1c1ccccn1	-8	-1	-4	-12	1	8	-0.3	-2	3
C=CCC1NS(=O)(=O)OCC1NC(=O)OCC(Cl)(Cl)Cl (stereo unspecified)	5	1	8	3	-2	-4	-0.2	-4	3
N#C/C(=C/c1cn[nH]c1-c1ccc(Br)cc1)C(=O)O	1	0	7	-13	0	-4	0.3	1	-4
CC1CN(CCOCCSc2ccc(Cl)cc2)CC(C)O1 (stereo unspecified)	4	0	7	-5	3	-11	1.0	-5	-4
COc1ccc(F)cc1C(=O)COC(=O)c1n[nH]c(=O)c2ccccc12	-8	0	4	3	5	-6	-0.3	3	14
CC(=O)Nc1cccc(OCCCNC(=O)c2ccc(C(C)(C)C)cc2)c1	-5	6	2	-5	-4	-1	2.1	1	-1
CCC(C)[C@H](NC(=O)OC(C)(C)C)C(=O)N/N=C/C1=Cc2ccccc2OC1 (stereo partly specified)	-3	-1	-2	14	1	-2	-0.1	-6	3
CC1CCC(NC(=O)C2CCC(CNS(=O)(=O)c3ccc4c(c3)C(C)(C)C(=O)N4C)CC2)CC1 (stereo unspecified)	-6	2	-3	11	2	-7	0.5	0	6
CCn1cc(C2Nc3ccccc3C(=O)N2O)c(C)n1 (stereo unspecified)	0	2	-8	8	0	-4	0.8	3	5
Cc1cc(NS(=O)(=O)c2ccc(NC(=O)CN3C(=O)c4ccccc4C3=O)cc2)nc(C)n1	4	0	4	8	0	0	0.3	1	3
COc1ccc(NC(=O)Nc2ccccc2SC)cc1	0	0	-3	-4	0	5	-0.6	-7	-3
O=C1/C(=C/c2cccc(F)c2)SC(=S)N1NS(=O)(=O)c1ccccc1	-4	0	5	7	-4	-12	1.0	-5	8
COc1ccc(OC)c(S(=O)(=O)Nc2cc(C)on2)c1	-5	1	5	3	-3	-7	0.6	0	-2
O=C(c1cnn2c(C(F)(F)F)cc(-c3ccccc3)nc12)N1CCCCC1c1cccnc1 (stereo unspecified)	6	1	5	-4	-1	-7	0.5	0	-5
CCc1nnc(NS(=O)(=O)c2ccc(NC(=O)/C=C/c3ccc(OC)cc3OC)cc2)s1	2	0	3	8	0	-4	-0.5	0	6
CCn1nc(C)c(/C=N/NC(=O)Cn2nnc(N)n2)c1C	2	1	9	3	6	-3	1.6	3	1
CCCCOc1ccc(C(=O)OCC(=O)N2CCOCC2)cc1	-1	5	2	16	0	-11	6.0	-1	7
O=C1C2C(C(=O)N1/N=C/c1cccc([N+](=O)[O-])c1)C1C=CC2C12CC2 (stereo unspecified)	5	1	-13	24	4	-7	0.4	1	2
Cc1ccnc(NC(=O)c2cc3cc(F)ccc3s2)c1	3	0	11	-10	-2	-17	-0.7	1	0
Cc1cc(-c2ccc([N+](=O)[O-])cc2)nc2ccccc12	0	-1	6	3	4	-9	-0.3	0	-6
Cc1ccc(S(=O)(=O)N(C)C)cc1NC(=O)COC(=O)CNC(=O)c1cccs1	-4	1	-10	2	3	-2	1.1	7	12
Cc1cc(/C=C(/C#N)c2nc3ccccc3[nH]2)c(C)n1-c1cc(C(=O)O)cc(C(=O)O)c1	14	2	11	-10	-9	4	1.4	4	-8
CCOc1cccc(-c2c(C(=O)N/N=C(\C)c3ccncc3)nnn2-c2nonc2N)c1	6	4	11	16	8	-1	3.0	3	14
COC(=O)Cn1cnc2c(Cl)nc(F)nc21	-16	2	0	4	-5	-8	-0.2	2	13
CNC(=O)COc1coc(CN2CCN(c3ccccc3F)CC2)cc1=O	3	-2	3	-5	0	-10	-0.6	-3	-4
COc1ccccc1NC(=O)CSc1nnc(C)o1	2	1	-4	8	-2	-2	0.2	-3	8
Fc1ccccc1-c1nnc2c3ccccc3nc(N3CCOCC3)n12	3	2	2	9	-2	4	1.9	-1	-4
O=C(CSc1ccc([N+](=O)[O-])cn1)Nc1ccc2c(c1)OCCO2	0	2	-6	13	6	-6	1.5	4	5
CC(=O)c1ccc(OCC(O)CN2CCc3ccccc3C2)cc1 (stereo unspecified)	-5	0	-16	-7	4	-8	1.4	-4	-8
c1ccc(-c2noc(-c3ccno3)n2)nc1	-18	0	2	15	4	-20	1.2	-1	17
O=C(O)c1ccc(N/N=C/c2ccncc2)cc1	3	1	4	10	2	-16	1.2	-2	0
CC(C)[C@H](NC(=O)c1cccc(S(=O)(=O)N2CCOCC2)c1)C(=O)OCC(=O)Nc1cccc(Br)c1	-11	20	14	12	-22	-18	10	0	-1
CCN(CC)C(=O)C(=O)N/N=C/c1cccc(Br)c1	-4	0	1	3	-5	-15	-0.1	-4	4
C[C@H]1CN([C@@H](C)CO)C(=O)c2cc(NC(=O)Cc3ccccc3)ccc2O[C@H]1CN(C)Cc1ccccc1	3	1	-6	9	7	-9	0.2	0	7
Clc1ccc(-c2ncc3ccccn23)cc1	8	-1	7	8	-2	-9	0.1	2	-4
O=C(NNC(=O)c1ccc([N+](=O)[O-])cc1Cl)c1ccncc1	-3	1	-2	17	-4	-7	0.5	-1	3
COc1ccc(OCCOC(=O)Nc2ccccc2)cc1	-21	2	1	4	-10	4	0.8	-5	12

By substructure, the entries above containing bromine (3)
Structure	CHRM4 antagonist	CHRM4 agonist	M5 antag	M1 PAM parental	M5 PAM	CHO-K1 Ca antag	CHO-K1 Ca ag	M5 ag	CHRM4 PAM
N#C/C(=C/c1cn[nH]c1-c1ccc(Br)cc1)C(=O)O	1	0	7	-13	0	-4	0.3	1	-4
CC(C)[C@H](NC(=O)c1cccc(S(=O)(=O)N2CCOCC2)c1)C(=O)OCC(=O)Nc1cccc(Br)c1	-11	20	14	12	-22	-18	10	0	-1
CCN(CC)C(=O)C(=O)N/N=C/c1cccc(Br)c1	-4	0	1	3	-5	-15	-0.1	-4	4

Further results follow:
Structure	CHRM4 antagonist	CHRM4 agonist	M5 antag	M1 PAM parental	M5 PAM	CHO-K1 Ca antag	CHO-K1 Ca ag	M5 ag	CHRM4 PAM
O=C(NCCN1CCOCC1)c1ccc2c(c1)N(Cc1ccc(F)cc1)C(=O)CS2	12	0	-1	0	-5	4	-0.1	-4	-16
CC1CCCN(C(=O)c2ccc(S(=O)(=O)N3CCC(c4nc5ccccc5s4)CC3)cc2)C1 (stereo unspecified)	0	0	4	17	0	-8	1.6	0	-1
C[C@H]1CN(C2CCCCC2)C(=O)[C@@H]1CC(=O)NCc1ccccc1	-1	0	1	-12	7	5	-0.2	7	-2
COC(=O)C1=C(C(=O)c2ccccc2)C(c2cccs2)n2nnnc2N1 (stereo unspecified)	0	-2	-1	10	-1	0	-0.3	-2	11
O=C(CCC(=O)c1ccc(Cl)cc1)OCn1nnc2ccccc2c1=O	6	2	9	-1	-2	-13	0.1	-2	1
O=C(NCCCNC(=O)c1c(Cl)cccc1Cl)c1c(Cl)cccc1Cl	-8	1	5	26	-1	-13	1.3	-1	12
CCOC(=O)C1CCN(Cc2ccc(OCc3ccccc3)cc2)CC1	39*	3	19	19	-11	-7	1.9	-19	-16
CCOc1ccc(N=c2cc(-c3ccc(OC)cc3)oc3ccccc23)cc1	-16	-1	0	12	-8	1	-0.3	-5	1
CC1(C)C(=O)OC(c2ccc([N+](=O)[O-])cc2)C(C)(C)C1=O (stereo unspecified)	6	1	12	16	-5	-9	1.3	-2	-4
O=C1CCN(S(=O)(=O)c2ccccc2)CCN1CCOCc1ccccc1	-12	1	4	4	0	-14	0.4	-2	2
Cc1cc(OC(C)C(=O)NCc2ccccn2)c2c(C)c(Cc3ccccc3)c(=O)oc2c1 (stereo unspecified)	4	2	16	18	-6	-7	9.2	-3	0
CC(C)Oc1cccc(C(=O)C2CCCN(Cc3cnn(C(C)C)c3)C2)c1 (stereo unspecified)	0	2	16	21	-4	-6	0.0	-9	0
CCOP(=O)(OCC)/C(=N/OC(=O)c1ccc(Cl)cc1Cl)C(N)=O	-13	1	16	2	-9	-2	-0.4	-3	-4
CC(=O)Oc1ccc(N2C(=O)[C@@H]3[C@H](C2=O)[C@H]2c4ccccc4C=NN2[C@@H]3C(C)=O)cc1	0	7	12	19	-4	-17	4.2	1	-7
O=C1c2cc(Cl)ccc2-c2c(O)cc(Cl)cc21	-1	14	4	12	-7	-3	8.5	16	1
NS(=O)(=O)c1ccc(NC(=O)COC(=O)COc2ccc3ccccc3c2)cc1	0	2	9	13	4	-7	4.0	5	-3
C[C@@H]1COC(=O)[C@@H](Cc2ccc(F)cc2)C/C=C\C[C@@H](CC(=O)N[C@H](CO)Cc2ccccc2)C(=O)N1	-12	2	-2	14	5	-15	0.0	-5	4
O=C1CCCC2=C1C(c1ccncc1)Nc1ccccc1N2 (stereo unspecified)	-1	1	0	3	-1	-1	0.2	-1	0
CC(C)NC(=O)C1CCCN(c2nnc(-n3cccc3)s2)C1 (stereo unspecified)	-20	2	3	-2	-8	-10	0.2	4	12
